# From PubChem
# UHRF1 binding = UHRF1 methylated DNA binding inhibitors, primary screen, counter-screen for MBD2 inhibitor project, biochemical, TR-FRET, human UHRF1, single concentration; E3 ubiquitin-protein ligase UHRF1 (Homo sapiens), Q96T88; UHRF1 binding to methylated oligo; inhibition, % at 4.4 µM; 370,000 compounds, 0.75% hits; in the data active means inhibition above about 21%;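 further: UHRF1 SRA domain binding a hemimethylated CpG hairpin DNA probe; 0% = median of test compound wells and 100% = reference inhibitor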
# PLCg1 inh = PLC-gamma1 enzyme inhibitors, primary screen, biochemical, fluorescence, purified enzyme; fluorogenic substrate; inhibition, % at 12.2 µM; 370,000 compounds, 0.84% hits; AID 720700, 2013; in the data active means inhibition above about 9.5%
# Tn6 DDE FP = inhibitors of Tn6 peptide binding to fibrin DD(E), primary screen, biochemical, fluorescence polarization, human fibrin, Tn6 probe; Fibrinogen beta chain (Homo sapiens), P02675; Fibrin DD(E) TRITC-Tn6 fluorescence polarization displacement; inhibition, % at 8.3 µM; 370,000 compounds, 0.21% hits;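 active means inhibition above a per-campaign cutoff: mean of compounds within control limits plus 3 SD, cut at about 15% in these data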;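 further: 0% = median of all compound wells on the plate and 100% = blocking peptide control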
# DDE Tn7 FP inh = inhibitors of Tn7 peptide binding to fibrin DD(E), primary screen, biochemical, fluorescence polarization, human fibrin, Tn7 probe; inhibition, % at 8.3 µM; FP displacement of FITC-Tn7 peptide from fibrin DD(E); 0% = median of compound wells per plate; 370,000 compounds, 0.13% hits; AID 720508, 2013; Fibrinogen beta chain (Homo sapiens), P02675;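 active means inhibition above the mean of compounds falling within the control limits plus 3 SD of them, cut at about 14% in these data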;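 further: 0% = plate median of compound wells and 100% = 10 µM Aha-Tn7 peptide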
#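 Assay system: Human clot-derived fibrin DD(E) complex | Buffer or medium: Tris/NaCl/CaCl2 buffer, pH 7.8 | Repeats: One replicate per compound | Benchmarks: Aha-Tn7 high control | Measure: % inhibition scaled between sample-field median and high-control FP | Schedule: 10 min plus 3 h, room temperature | Signal: Fluorescence polarization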
# sPLA2-III inh = human group III sPLA2 inhibitors, primary screen, biochemical, QFRET, BODIPY PC-A2 liposome substrate. Group 3 secretory phospholipase A2 (Homo sapiens), Q9NZ20. QFRET BODIPY PC-A2 liposome hydrolysis, fluorescence. inhibition, % at 12.2 µM. 370,000 compounds, 0.56% hits. AID 743126, 2013;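 active means inhibition above mean plus 3 SD of compounds lying within the high and low control bounds, cut at about 19% in these data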;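 further: 0% = median of test compound wells and 100% = no enzyme DMSO wells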
# Target sequence (Q9NZ20 whole entry, looked up): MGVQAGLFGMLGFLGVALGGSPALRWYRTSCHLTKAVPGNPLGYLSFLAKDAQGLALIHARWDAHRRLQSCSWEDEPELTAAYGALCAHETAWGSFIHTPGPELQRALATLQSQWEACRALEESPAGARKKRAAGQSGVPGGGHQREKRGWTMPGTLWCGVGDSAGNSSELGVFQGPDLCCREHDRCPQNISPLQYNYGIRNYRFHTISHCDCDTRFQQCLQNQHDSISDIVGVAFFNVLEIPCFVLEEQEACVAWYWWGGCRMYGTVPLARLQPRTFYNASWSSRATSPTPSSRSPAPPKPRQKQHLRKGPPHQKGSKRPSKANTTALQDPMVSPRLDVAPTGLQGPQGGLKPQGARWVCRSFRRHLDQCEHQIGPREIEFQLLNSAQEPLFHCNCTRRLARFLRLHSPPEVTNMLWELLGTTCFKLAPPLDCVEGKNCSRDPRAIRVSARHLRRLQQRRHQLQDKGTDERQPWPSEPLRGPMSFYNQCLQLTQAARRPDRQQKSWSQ
# PLCb3 inh = human PLC-beta3 inhibitors, primary screen, biochemical, fluorescence | 1-phosphatidylinositol 4,5-bisphosphate phosphodiesterase beta-3 (Homo sapiens), Q01970 | Purified PLC-beta3, fluorogenic substrate | inhibition, % at 12.2 µM | 370,000 compounds, 0.18% hits | AID 720704, 2013; in the data active means inhibition above about 11%;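 further: 0% = median of compound wells on plate and 100% = full blocker control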
# ARFGAP1 inh = inhibitors of rat ARFGAP1 GAP activity, primary screen, biochemical, fluorescence polarization, GDP tracer. ADP-ribosylation factor GTPase-activating protein 1 (Rattus norvegicus), Q62848. Arfgap1-stimulated ARF1 GTP hydrolysis, GDP FP detection. inhibition, % at 16.5 µM. 360,000 compounds, 0.26% hits. AID 651572, 2012;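 active means inhibition above a per-plate limit, mean inhibition of low control wells plus 3 SD, cut at about 25% in these data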;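 further: 0% = DMSO wells with enzyme and 100% = wells lacking Arfgap1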
# Target sequence (Q62848 1-136 limits assumed): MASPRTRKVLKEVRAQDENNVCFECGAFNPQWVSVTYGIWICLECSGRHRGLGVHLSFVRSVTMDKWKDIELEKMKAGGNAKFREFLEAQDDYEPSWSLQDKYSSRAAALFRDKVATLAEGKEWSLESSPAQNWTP
#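 Material: truncated rat Arfgap1 GAP domain; Incubation: compound-enzyme preincubation 20 min, reaction 120 min, detection 60 min, 25 °C; Read-out: percent inhibition of Arfgap1-stimulated GTP hydrolysis; Technique: FP, GDP Alexa 633 tracer displaced from anti-GDP antibody, 620/688 nm; Controls: No-Arfgap1 wells (100%) versus DMSO full-reaction wells (0%); Replication: single well per compound.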
# ASAP1 inh = inhibitors of human ASAP1 ArfGAP activity, primary screen, biochemical, fluorescence polarization. Arf-GAP with SH3 domain, ANK repeat and PH domain-containing protein 1 (Homo sapiens), …. ASAP1-stimulated ARF1 GTP hydrolysis, GDP FP detection. inhibition, % at 16.5 µM. 360,000 compounds, 0.19% hits. AID 624377, 2012; in the data active means inhibition above about 25%;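 further: 0% = vehicle with enzyme and substrate and 100% = no enzyme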
# Target sequence (Q9ULH1 325-724 limits assumed): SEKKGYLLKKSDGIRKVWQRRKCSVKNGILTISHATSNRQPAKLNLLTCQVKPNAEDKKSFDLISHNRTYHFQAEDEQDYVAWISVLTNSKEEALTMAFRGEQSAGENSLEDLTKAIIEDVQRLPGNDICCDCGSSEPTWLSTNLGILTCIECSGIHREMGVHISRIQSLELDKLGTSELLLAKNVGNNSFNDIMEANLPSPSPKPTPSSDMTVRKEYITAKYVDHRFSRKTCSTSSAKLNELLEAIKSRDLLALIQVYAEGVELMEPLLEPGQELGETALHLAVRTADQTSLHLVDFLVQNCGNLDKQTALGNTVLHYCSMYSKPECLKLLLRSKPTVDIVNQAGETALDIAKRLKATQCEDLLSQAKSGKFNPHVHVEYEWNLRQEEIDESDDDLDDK
# Rev-erbA mod = modulators of Rev-erb alpha DNA binding, primary screen, biochemical, FITC-DNA, fluorescence polarization, uHTS; Nuclear receptor subfamily 1 group D member 1 (Homo sapiens), P20393; Rev-erbα–FITC-DNA binding, 90 min; activity, % at 10 µM; 370,000 compounds, 0.79% hits; AID 1259318, 2017;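 active means activity above about 14%, limit read from the data; passing the limit was not always enough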;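 further: 0% = DMSO wells with 35 nM protein and 100% = DMSO wells with 750 nM protein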
# KLK7 zymogen act = proKLK7 zymogen activators, primary screen, biochemical, fluorescence intensity | Kallikrein-7 (Homo sapiens), P49862 | purified proKLK7, EDANS-DABCYL substrate fluorescence; 100% is mature enzyme control, 0% vehicle | activation, % at 7 µM | 370,000 compounds, 0.9% hits | AID 652039, 2013;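 active means activation above the mean of all tested compounds plus 3 SD, computed per campaign excluding outliers beyond control limits, cut at about 13% in these data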
# * hit, by the source's call; i = inactive.
SMILES,UHRF1 binding,PLCg1 inh,Tn6 DDE FP,DDE Tn7 FP inh,sPLA2-III inh,PLCb3 inh,ARFGAP1 inh,ASAP1 inh,Rev-erbA mod,KLK7 zymogen act
CC(=O)Nc1ccc(S(=O)(=O)NCC2CCN(C(=O)C(=O)c3cc4ccccc4o3)CC2)cc1,2.0,-2.3,-11.5,1.3,-8.6,-3.0,11.1,2.2,-5.8,-0.4
O=C(c1cc(S(=O)(=O)N2CCCC2)c(Cl)cc1Cl)N1CCCC1,0.8,0.1,-2.2,1.1,-5.1,-5.3,-7.2,8.4,-0.7,-0.9
C[C@H]1CN([C@@H](C)CO)C(=O)CCCn2nncc2CO[C@@H]1CN(C)Cc1ccc2c(c1)OCO2,-0.9,-1.7,1.4,0.0,1.2,4.9,0.8,-2.3,1.6,0.5
CN(CC(=O)Nc1cccc(F)c1)CC(=O)Nc1cccc(S(=O)(=O)N2CCCCCC2)c1,-1.2,5.5,-10.2,-3.4,-23.8,-1.7,9.8,-1.7,4.0,-0.2
CCc1ccc2nc(N=C(N)N)nc(C)c2c1,-5.4,-18.0,10.2,4.0,0.7,-25.1,6.5,17.0,-3.0,-1.7
COc1cc(CNc2ccc3[nH]c(=O)[nH]c3c2)cc(Br)c1OCc1ccccc1F,2.1,-139.4,-8.1,-2.7,0.3,-180.6,-4.5,2.0,11.6,-1.4
COc1ccc(N2CC(NC(=O)NC(C)(C)C)CC2=O)cc1 (stereo unspecified),-0.4,2.3,-4.1,2.0,3.7,4.0,4.2,-10.1,-3.0,-0.1
CCOC(=O)c1ccc(NC(=O)Cn2ccc([N+](=O)[O-])n2)cc1,3.4,7.8,-6.8,-5.2,3.0,-2.0,2.5,-4.5,2.7,0.3
O=C(O)C1CCN(C(=O)c2ccco2)CC1,-2.5,-0.5,0.9,-3.5,-3.4,2.4,2.7,3.2,-4.3,-0.1
CCCCOc1ccc(C(=O)NCC(=O)N(C)Cc2nc3ccccc3c(=O)[nH]2)cc1,2.7,-2.4,-2.3,1.1,-5.2,0.8,11.4,6.7,-2.1,0.8
COc1ccc(CC(=O)Nc2ccc(OC)c(NC(=O)c3ccco3)c2)cc1,19.7,3.4,-2.7,4.0,-5.3,3.2,-7.1,6.1,1.7,-0.2
Cc1ccc(OC(=O)c2cccc(S(=O)(=O)N3CCN(C)CC3)c2)c(Br)c1,2.6,1.1,-6.0,-1.8,-18.5,-4.0,4.2,-7.2,-3.4,0.3
CCCCNC(=O)COC(=O)c1cc(C)oc1C,0.6,-1.8,3.2,4.8,4.1,2.3,1.0,-11.8,-2.7,-1.2
O=C(/C=C/CCc1ccc2c(c1)OCO2)N1CCCCC1,0.8,0.9,-1.7,-2.4,-0.2,4.6,0.6,-2.1,-0.3,-0.6
CCn1c(SCC(=O)Nc2nc3ccc(OC)cc3s2)nnc1-c1ccoc1C,-3.2,-0.9,-0.6,0.1,-20.1,1.9,-8.4,8.0,-5.9,0.3
COc1c(F)c(F)c(C(=O)Nc2ccc(N3CCN(C(C)=O)CC3)c(Cl)c2)c(F)c1F,-2.3,-0.2,-4.2,-2.3,-11.4,0.5,1.7,3.9,1.0,0.5
CS(=O)(=O)N(CC(=O)NC1CCCC1)c1cccc(F)c1,-1.8,0.5,-0.9,-2.1,0.1,-3.1,-4.6,0.4,6.2,0.3
CCCC[C@@H]1CC2=C(C(=O)OC(C)(C)O2)[C@@H](c2ccc(Cl)cc2)O1,-1.4,1.6,3.2,-1.0,-0.6,1.9,-1.2,9.3,0.3,0.2
Cc1cccc(NC(=O)c2ccc(-n3cccn3)c([N+](=O)[O-])c2)c1,1.6,3.1,4.7,0.3,3.8,0.4,2.9,7.1,5.7,-0.5
Cc1ccc(NC(=O)CN2CCOCC2)cc1,1.1,2.8,-1.8,-0.7,-1.2,4.1,5.5,17.6,-1.8,-0.4
C/C(Cc1ccccc1)=N\NC(=O)c1ccccn1,-0.6,3.0,0.2,4.8,5.6,-4.2,10.4,4.6,0.3,-1.1
O=C1Nc2cc(C(=O)NCCCN3CCCC3)ccc2S/C1=C/c1cccc(Cl)c1,-3.8,-97.8,1.2,0.6,-17.0,-126.2,-3.4,4.5,0.3,0.4
CCN(c1ccccc1)S(=O)(=O)c1ccc(OC)c(NC(=O)c2cccs2)c1,1.0,-1.2,7.2,0.0,-1.4,0.4,-4.9,-4.3,9.9,0.1
C[C@@H]1CN([C@@H](C)CO)C(=O)CCCn2nncc2CO[C@@H]1CN(C)S(=O)(=O)c1ccc(Cl)cc1,0.4,-0.2,-5.7,-1.5,-3.4,3.4,-6.8,-0.8,0.9,-0.2
COC(=O)CCC(=O)Nc1ccc(S(=O)(=O)N2CCc3ccccc32)cc1,-2.2,0.6,6.7,1.9,-14.7,-0.1,-8.3,0.5,-4.4,0.5
CC(=O)N1CCN(c2ccc(N3CCN(Cc4ccccc4)[C@H](C)C3)c(C)c2)[C@@H](C)C1,1.0,7.0,1.4,-5.8,12.1,2.7,13.9,22.4,-3.5,1.2
Cc1cc(C)cc(C(N)=Nc2cccc(C#N)c2)c1,0.0,3.4,2.3,1.4,8.9,-0.6,-0.2,-5.5,3.9,-0.4
CCOc1ccc(NC(=O)CN(C)C2=NS(=O)(=O)c3ccccc32)cc1,-0.1,0.9,1.7,-6.5,2.0,2.7,-12.9,1.6,-3.3,-0.1
COC(=O)c1ccc(COC(=O)CNC(=O)c2cccc(OC)c2)o1,0.8,-4.8,-1.9,3.3,4.4,-2.1,-8.1,13.2,3.7,0.5
CCOc1ccc2cc(/C=C/C(=O)c3ccco3)c(Cl)nc2c1,-0.6,-404.1,-3.4,12.7,-2.6,i,-16.2,-1.5,-1.8,-61.6
N#C/C(=C\c1ccc(OC(=O)c2ccc(Br)s2)cc1)c1nc2ccccc2[nH]1,0.8,-19.3,-2.6,-1.1,6.1,-27.4,-6.2,-8.9,-4.3,-0.4
CC(C)n1c(=O)c2ccccc2n1CC(=O)N1CCOCC1,-1.3,-72.4,-1.9,-11.5,4.3,-102.4,2.1,-9.5,-1.2,0.9
O=[N+]([O-])c1ccc(NCCc2ccccc2)c(Br)c1,-2.5,1.4,3.3,5.7,-0.7,-6.7,4.1,-1.4,0.8,-0.3
O=C1NC[C@@H](CCCCN2C[C@H](Cc3ccc(O)cc3)N(CCc3ccc(O)cc3)C(=O)C2=O)N(CCc2ccccc2)C1=O,-0.3,0.8,-2.1,-1.1,-10.5,2.3,3.3,-7.4,3.4,0.8
O=C(NC1(C(F)(F)F)C(=O)Nc2c1c(=O)[nH]c(=O)n2-c1ccc(F)cc1)c1cccnc1 (stereo unspecified),2.1,-0.7,5.0,2.9,2.1,-0.8,0.1,16.3,3.7,-0.5
Cc1oc(-c2ccc(Cl)cc2)cc1C(=O)NC1CCN(Cc2ccccc2)CC1,1.4,3.1,3.9,1.4,-15.3,-4.3,-9.2,0.9,-2.3,0.0
CCC(C)N1CC23C=CC(O2)C(C(=O)OCc2ccccc2)C3C1=O (stereo unspecified),2.7,4.2,-7.7,4.6,8.8,13.8*,1.8,-5.7,1.4,-0.3
O=C(O)/C=C/C(=O)N1CCN(S(=O)(=O)c2cc(C(F)(F)F)ccc2Cl)CC1,-1.4,-1.1,-1.1,-1.9,-6.3,-1.5,6.5,-1.4,6.3,-0.3
COc1ccc(COCC(O)CN2CCc3ccccc3C2)cc1OC (stereo unspecified),1.5,1.0,5.2,5.5,-4.0,1.0,-6.0,5.0,2.5,-0.3
C[C@H](CO)N1C[C@H](C)[C@@H](CN(C)S(=O)(=O)c2cccs2)Oc2ccc(NS(=O)(=O)c3ccccc3)cc2CC1=O,-0.9,-3.3,1.6,-1.8,-19.6,4.0,-0.5,-1.9,-2.0,1.3

# Part of the list above, limited to DDE Tn7 FP inh:
compound | DDE Tn7 FP inh
O=C(O)/C=C/C(=O)N1CCN(S(=O)(=O)c2cc(C(F)(F)F)ccc2Cl)CC1 | -1.9
COc1ccc(COCC(O)CN2CCc3ccccc3C2)cc1OC (stereo unspecified) | 5.5
C[C@H](CO)N1C[C@H](C)[C@@H](CN(C)S(=O)(=O)c2cccs2)Oc2ccc(NS(=O)(=O)c3ccccc3)cc2CC1=O | -1.8

# Next results follow:
SMILES,UHRF1 binding,PLCg1 inh,Tn6 DDE FP,DDE Tn7 FP inh,sPLA2-III inh,PLCb3 inh,ARFGAP1 inh,ASAP1 inh,Rev-erbA mod,KLK7 zymogen act
O=S(=O)(NCc1ccccn1)c1ccccn1,-2.9,0.9,0.9,2.1,6.5,4.2,0.0,-2.7,-9.2,0.3
COCCCNC(=O)/C(C#N)=C/c1c(N2CCN(c3cccc(Cl)c3)CC2)nc2c(C)cccn2c1=O,-3.9,-110.8,2.7,4.2,-2.1,-169.6,1.6,2.9,-2.4,9.9
Cc1ccc(NC(=O)c2ccccn2)c(Br)c1,-1.4,1.6,-1.3,-2.4,-2.4,-3.1,-0.5,-3.8,-2.1,-0.3
CCOc1cc(C)c(Cl)cc1S(=O)(=O)NCc1ccc2c(c1)OCO2,0.3,6.7,4.1,-3.1,-16.7,-2.3,0.0,14.5,4.8,-0.7
C[C@H](NC(=O)[C@H]1N2C(=O)c3ccccc3C2SC1(C)C)C(=O)NCC1CCCO1 (stereo partly specified),2.5,2.5,-2.7,-3.2,11.2,6.3,10.0,13.0,0.1,-0.6
CC(=O)NS(=O)(=O)c1ccc(N2C(=O)CC(Sc3nccc(C)n3)C2=O)cc1 (stereo unspecified),-2.5,-2.3,0.3,-1.3,-2.3,-6.2,-0.6,-3.5,-0.5,0.0
CCOC(=O)c1ccc(COC(=O)CCc2nc3ccccc3[nH]c2=O)o1,0.6,-10.9,5.9,-1.1,-2.4,-14.6,-0.7,4.1,-1.2,1.2
CCCN(CC1CC1)c1nc(N)c2c(N)nc(OC)cc2c1C#N,-1.0,-374.1,0.2,3.0,5.3,-497.5,10.4,4.6,9.8,-0.9
